Bioassay records deposited in PubChem BioAssay by several laboratories.
ABCB6 inh MLPCN: inhibitors of human ABC transporter ABCB6; Q9NP58; K562-ABCB6 porphyrin accumulation, flow cytometry, 1 h; stronger effect = lower value; fluorescence ratio to DMSO, % at 10 µM; actives 0.19% (n = 360,000);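 active = fluorescence ratio to DMSO below 75%, the collection mean minus 3 SD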;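 also: signal is porphyrin accumulated inside mitochondria; 100% equals median channel fluorescence of DMSO control wells; lower ratio means ABCB6 inhibition with less porphyrin fluorescence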
H9c2 protect: protects H9c2 cardiomyocytes from peroxide injury; protection from H2O2 cell death, % at 20 µM; AID 588492; H2O2 injury protection, ATPLite, 2 h; actives 0.63% (n = 360,000);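 active = compounds giving at least 50% protection of heart cells from peroxide-induced death in the single-dose screen, raw or plate-pattern-corrected value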;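 also: 0% = DMSO wells with peroxide and 100% = DMSO wells without peroxide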
Glyco luc inh: blocks N-linked glycosylation in D54 reporter cells; D54 ERlucT glycosylation luciferase reporter, 24 h; percent of 100 nM tunicamycin response; reporter increase, % at 12.5 µM; actives 0.23% (n = 360,000);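 active = mean luciferase reporter signal, scaled so untreated is 0 and the glycosylation-blocking control 100, at or above a set limit in every replicate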;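 also: luciferase carries N-glycosylation sites so blocking glycosylation raises the light; 0% = median of neutral control wells and 100% = median of 100 nM tunicamycin wells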
MC4R barr agon: human MC4R agonism via beta-arrestin. actives 0.98% (n = 360,000). P32245. activation, % at 8.9 µM. AID 540308. U2OS MC4R beta-arrestin complementation, luminescence; percent of melanotan II response, DMSO zero;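 active = activation above a per-plate cutoff, the mean activation of sample wells on that plate plus 3 SD, cut at about 8% in these data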
Target sequence (P32245 whole entry, looked up): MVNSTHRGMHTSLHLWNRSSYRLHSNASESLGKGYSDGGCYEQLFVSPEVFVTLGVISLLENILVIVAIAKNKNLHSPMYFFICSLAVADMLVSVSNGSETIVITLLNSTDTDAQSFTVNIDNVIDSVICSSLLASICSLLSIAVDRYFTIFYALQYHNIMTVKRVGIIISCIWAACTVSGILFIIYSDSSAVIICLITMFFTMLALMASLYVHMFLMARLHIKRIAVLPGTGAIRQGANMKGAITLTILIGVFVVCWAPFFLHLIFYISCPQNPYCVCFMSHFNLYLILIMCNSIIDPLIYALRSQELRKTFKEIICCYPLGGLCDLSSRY
ABHD5-PLIN5 inh: ABHD5-PLIN5 protein interaction inhibition | Q00G26+Q8WTS1 | Split G. princeps luciferase complementation, luminescence, 4 h | inhibition, % at 4 µM | actives 0.78% (n = 360,000) | AID 602281;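 active = inhibition above the mean inhibition across every tested compound plus 3 SD, cut at about 22% in these data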;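 also: 0% = DMSO only wells and the 100% control is not disclosed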
aDG glyco up: increases alpha dystroglycan glycosylation; Pro5-aDG cells, alpha-DG glycosylation AlphaScreen (IIH6); 0% Pro5, 100% B10-LARGE cell signal; activation, % at 10 µM; actives 0.22% (n = 360,000); AID 624168;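 active = activation of at least 8% versus controls, or a plate z-score of at least 8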;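 also: Pro5 are CHO cells carrying HIG-tagged alpha-DG that lacks glycosylation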
MC4R antag cAMP: human MC4R antagonism in cAMP assay; P32245; inhibition, % at 6.5 µM; actives 0.48% (n = 360,000); MC4R-expressing cells, MTII-stimulated cAMP, LANCE TR-FRET;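 active = inhibition above its plate's cutoff, the mean of tested wells on that plate plus 3 SD, cut at about 29% in these data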;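 also: 0% = Melanotan II alone and 100% = Melanotan II plus saturating MCL0020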
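Test system: U2OS cells stably expressing human melanocortin 4 receptor (MC4R); also added: Melanotan II challenge; compound: 6.5 µM single dose; timing: 30-min compound preincubation, 1-h Melanotan II challenge, 1-h detection, room temperature; signal: Eu-cAMP/anti-cAMP TR-FRET, emission 671 nm; repeats: one well per compound, no replicates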
Granule exo inh: lytic granule exocytosis inhibition; TALL-104 LAMP-1 surface exposure, flow cytometry; cells stimulated with thapsigargin and PMA; inhibition, % at 10 µM; actives 0.66% (n = 360,000);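 active = inhibition above about 55%, limit read from the data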
hiPSC survival: increases survival of single human iPS cells | hiPSC single-cell survival, ATPlite luminescence; 100% = ROCK inhibitor wells, 0% = DMSO | survival enhancement, % at 20 µM | actives 0.044% (n = 360,000); in the data active = survival enhancement above about 18%;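 also: cells exposed to compounds for 16 hours before the ATP read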
HTR2A ag: activates the mouse 5-HT2A serotonin receptor; activation, % at 7.6 µM; actives 0.66% (n = 360,000); CHO-K1 mHTR2A beta-arrestin complementation, luminescence; percent of 30 µM serotonin response; AID 624169;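 active = activation above a run cutoff, the mean activation of all tested compounds plus 3 SD, cut at about 14% in these data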;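 also: 0% = plate median of compound wells and 100% = 30 µM serotonin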
Target sequence (P35363 whole entry, looked up): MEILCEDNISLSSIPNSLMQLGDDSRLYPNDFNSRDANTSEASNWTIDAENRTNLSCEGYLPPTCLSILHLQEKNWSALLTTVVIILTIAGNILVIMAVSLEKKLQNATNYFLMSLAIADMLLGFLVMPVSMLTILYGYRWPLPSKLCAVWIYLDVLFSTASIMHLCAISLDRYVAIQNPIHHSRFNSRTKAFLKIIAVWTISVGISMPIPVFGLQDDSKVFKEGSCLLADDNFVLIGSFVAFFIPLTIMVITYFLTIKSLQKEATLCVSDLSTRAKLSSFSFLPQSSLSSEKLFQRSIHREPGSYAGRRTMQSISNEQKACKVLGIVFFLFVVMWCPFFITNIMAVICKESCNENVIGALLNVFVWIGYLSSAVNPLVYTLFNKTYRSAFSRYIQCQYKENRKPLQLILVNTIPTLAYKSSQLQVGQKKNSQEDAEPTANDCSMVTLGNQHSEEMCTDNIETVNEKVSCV
An asterisk follows results filed as active.

SMILES	ABCB6 inh MLPCN	H9c2 protect	Glyco luc inh	MC4R barr agon	ABHD5-PLIN5 inh	aDG glyco up	MC4R antag cAMP	Granule exo inh	hiPSC survival	HTR2A ag
COc1cc(C(=O)NCCCNc2nc3cc(C)cc(C)c3cc2C#N)cc(OC)c1OC	96	81*	5	1.2	-4	0.0	-1	-2	0.9	2
CCOC(=O)c1c(NC(=O)c2ccncc2)sc(C)c1C	90	0	1	-1.5	1	0.1	13	7	3.7	1
COc1ccc(/C(O)=C2/C(=O)C(=O)N(CCN(C)C)C2c2cccnc2)cc1C (stereo not drawn)	93	-1	2	1.8	10	0.0	-2	3	0.1	3
O=C1c2ccccc2C(=O)N1CCCn1nnc(-c2ccc(N3CCOCC3)cc2)n1	102	18	1	-0.7	-7	-0.1	10	4	-1.0	-5
N#C/C(=C\c1ccc(OC(=O)c2ccccn2)cc1)C(N)=O	109	20	2	-1.5	-3	-0.5	-4	1	-1.3	13
NCCNC(=O)c1c(O)c2cccc3c2n(c1=O)CCC3	102	1	4	-2.5	-5	0.2	-1	1	1.0	7
COc1ccc(/C=N/NC(=O)c2nnn(-c3nonc3N)c2CN(C)C2CCCCC2)cc1	95	9	0	5.2	-7	-0.4	3	5	-0.5	-4
COc1ccc(NC(=O)N(CCCN(C)C)Cc2cc3cc(OC)ccc3[nH]c2=O)cc1	108	51*	0	0.4	0	0.0	3	6	0.9	-5
N#Cc1ccccc1OCC(=O)OCCCOC(=O)COc1ccccc1C#N	106	0	1	-2.2	-5	-0.4	3	0	-0.4	4
Cc1cc(Cl)c(OCCn2ccnc2)c(Br)c1	96	-4	2	0.0	0	0.1	22	-7	-0.4	6
Cc1ccc(NC(=O)C2CCN(S(=O)(=O)c3cccs3)CC2)c(O)c1	100	-8	-1	-1.5	-3	0.3	11	3	0.5	0
COc1ccccc1OCCNC(=O)CCC(=O)N1CCOCC1	100	-3	3	3.3	6	-0.4	13	-7	0.3	-2
Cc1ccc(O)c(-n2nc3ccccc3n2)c1	106	-12	-2	4.3	0	0.4	-1	-2	0.9	2
C=CCc1ccccc1OCC(O)CNC(C)C (stereo not drawn)	93	7	1	-0.2	0	0.1	2	-1	2.0	3
Cn1c(N)c(C(=O)COC(=O)C2(c3ccc(Cl)cc3)CCCC2)c(=O)n(C)c1=O	96	-2	1	0.6	2	1.1	8	8	0.0	0
COc1ccc(C(=O)OCCN2C(=O)c3ccccc3C2=O)cc1	95	-5	0	0.0	-3	-0.3	3	2	-1.6	-2
COc1ccccc1NC(=S)N1CCN(c2ccccn2)CC1	95	-1	1	-1.5	-8	-0.2	7	-2	0.9	-1
O=C(Cn1c(CC(=O)N2CCOCC2)nc2ccccc21)Nc1ccc2c(c1)OC(F)(F)O2	94	-1	4	-1.6	7	0.1	-1	-2	4.8	-4
CCCCN(C)C(=O)c1ccc(CS(=O)(=O)c2ccccc2C)o1	96	-3	-2	1.0	-1	0.1	11	3	3.3	-4
Cc1cc(C)c(OCCn2ccnc2)c(C)c1	98	-6	-2	0.8	0	0.2	9	-6	-0.5	4
O=C(Nc1ccnn1C1CCN(C(=O)c2ccccc2C(F)(F)F)CC1)C1CC1	104	-2	4	0.1	18	0.1	9	-2	-0.4	-5
O=C(O)C1CCN(C(=O)c2ccccc2N2C(=O)[C@@H]3Cc4c([nH]c5ccccc45)C(c4cccc(Cl)c4)N3C2=O)CC1 (stereo partly drawn)	103	2	2	-0.3	-12	-0.1	13	-2	-1.0	1
COc1ccc(-c2csc(C(C)(NC(C)=O)c3ccccc3)n2)cc1 (stereo not drawn)	93	1	-1	-0.8	6	0.3	5	10	0.0	-6
CCOC(=O)c1[nH]c(C)c(C(=O)Nc2ccc(C)c(F)c2)c1C	98	1	17	-1.7	-4	0.1	14	3	1.9	0
CC1=C(C(=O)OCCOC(C)C)C(c2cccnc2)C2=C(CCCC2=O)N1 (stereo not drawn)	99	-19	-1	-1.8	2	0.1	9	2	-1.2	-4
SMILES	ABCB6 inh MLPCN	H9c2 protect	Glyco luc inh	MC4R barr agon	ABHD5-PLIN5 inh	aDG glyco up	MC4R antag cAMP	Granule exo inh	hiPSC survival	HTR2A ag
Cc1cc(C)nc(SCC(=O)Nc2ccc(N3CCOCC3)cc2)n1	103	1	2	-0.1	-2	0.3	-2	0	5.0	3
COc1cc(/C=N/NS(=O)(=O)c2ccc(C)cc2)ccc1OCc1cccc(C(=O)O)c1	97	4	-8	-1.2	-4	-0.4	-1	-1	2.4	8
Cc1cccc(CC(=O)NCCS(=O)(=O)N2CCN(c3ccccc3)CC2)c1	83	-3	0	2.4	4	0.0	5	-2	-2.5	14
COc1ccc(NC2CCCN(C(=O)COc3ccc(C(C)=O)cc3)C2)cc1 (stereo not drawn)	91	6	2	2.0	-4	0.2	-4	1	-2.6	1
COCCn1nc2cc(C(=O)NCC34CC5CC(CC(C5)C3)C4)ccc2c1OC	99	1	3	-1.1	6	-0.2	5	4	1.4	0
CCCCN1C(=O)C(=O)N(CC(=O)c2ccc3c(c2)CCCC3)C1=O	104	0	4	-0.4	-7	1.1	2	6	4.8	-3
CC(=O)Nc1cccc(N2CCCC2=O)c1	95	4	2	-0.3	4	0.2	-4	0	3.3	5
CN(CCS(=O)(=O)c1ccc(Cl)cc1)Cc1cccnc1	101	-2	-1	-2.8	2	0.1	6	3	-0.3	-1
COc1ccc2c(c1)C(c1ccccc1)NC(=O)C2 (stereo not drawn)	95	-2	-2	-0.6	1	-0.2	-3	1	-2.2	-2
COc1cccc(-c2cc(C(=O)Nc3c(C)nn(Cc4ccccc4C)c3C)no2)c1	91	2	-1	0.7	-3	1.2	12	-6	-0.5	-2
Cc1ccc(C(=O)c2ccccc2C(=O)O)c(O)c1	77	-3	2	-0.3	0	-0.2	-3	-4	0.2	2
Cc1cccc(OCC(=O)N(Cc2ccc(N(C)C)cc2)C2CCS(=O)(=O)C2)c1 (stereo not drawn)	95	-3	0	0.1	3	0.0	0	4	-0.5	4
COc1cc(NS(=O)(=O)c2ccc(NC(=S)NC(=O)c3ccco3)cc2)nc(OC)n1	98	3	-1	-4.3	1	-0.2	16	2	-0.2	-1
COc1ccc(OC)c(NC(=O)C(=O)/C=C(\O)c2cc(OC)ccc2OC)c1	93	8	2	2.7	0	0.5	8	9	-2.3	-2
Cc1ccc(NC(=O)COC(=O)c2ccc(F)cc2Cl)c(Br)c1	96	1	5	6.5	-3	0.8	12	-1	0.9	12
O=C1NC(=S)N/C1=C/c1cccn1-c1ccc([N+](=O)[O-])cc1	101	-5	-4	-3.2	4	-0.2	-12	1	-2.6	-2
CCOC(=O)c1c(C2COc3ccccc3O2)csc1NC(=O)c1ccccc1 (stereo not drawn)	95	-2	0	-2.8	2	0.1	1	3	-2.7	6
COc1ccc(-n2cnnc2SCC(=O)Nc2ccccc2F)cc1	101	3	0	0.7	4	-0.1	11	-2	-0.4	-2
CCOC(=O)N1CCN(S(=O)(=O)c2ccc(OC)c(C(=O)N3CCCCC3)c2)CC1	101	-1	-2	0.0	2	0.1	8	-3	-0.4	6
CC1(C)CC(NCc2ccncc2)CC(C)(C)N1	95	-1	0	-0.1	-9	-0.1	-3	-3	-0.4	5
COc1ccccc1N(C(=O)c1snc(C(N)=O)c1N)C(C(=O)NC1CCCC1)c1ccc2ncccc2c1 (stereo not drawn)	92	-4	-4	-0.5	5	0.0	1	7	1.3	4
COCCN1C(=O)N[C@@H](c2cccc(C(F)(F)F)c2)[C@H](C(=O)OC)[C@H]1C	99	0	0	-0.9	-3	0.1	2	-5	1.8	-2
CCCCn1c(SCC(=O)c2ccc(OC)cc2OC)nc2cc(S(N)(=O)=O)ccc21	91	6	-5	-0.1	-3	0.5	-3	-1	-0.8	-3
CC(=O)NC(CC(=O)Nc1cccc(S(=O)(=O)N2CCCC2)c1)c1ccccc1 (stereo not drawn)	104	-4	1	-4.0	0	0.1	-4	-13	0.1	-5
C/C(=N\NC(=O)c1ccccc1)c1ccc(N2CCOCC2)cc1	89	1	1	-1.4	1	-0.2	5	3	0.0	-2

3 of the entries above in order of their number in ABHD5-PLIN5 inh, smallest number first.
structure,ABHD5-PLIN5 inh
COCCN1C(=O)N[C@@H](c2cccc(C(F)(F)F)c2)[C@H](C(=O)OC)[C@H]1C,-3
CN(CCS(=O)(=O)c1ccc(Cl)cc1)Cc1cccnc1,2
Cc1cccc(CC(=O)NCCS(=O)(=O)N2CCN(c3ccccc3)CC2)c1,4

Going on with the list:
SMILES	ABCB6 inh MLPCN	H9c2 protect	Glyco luc inh	MC4R barr agon	ABHD5-PLIN5 inh	aDG glyco up	MC4R antag cAMP	Granule exo inh	hiPSC survival	HTR2A ag
O=C(Cc1ccc(Cl)cc1)N/N=C1\CCCc2ccccc21	102	-11	0	1.6	-7	0.4	6	4	-1.3	-1
COc1ccc(N2CSC3=C(C#N)C(c4cccs4)CC(=O)N3C2)cc1 (stereo not drawn)	95	4	2	-0.4	-7	-0.2	4	1	-1.0	2
O=C1c2ccccc2C(=O)N1CCn1nc(Cl)nc1Cl	104	11	-1	3.0	9	-0.3	-1	0	1.2	2
Cc1csc(=O)n1CCC(=O)OCC(=O)N(CC(C)C)c1c(N)n(Cc2ccccc2)c(=O)[nH]c1=O	98	-2	0	-2.3	-5	-0.2	5	-6	-0.1	0
Cc1ccc(Nc2c3c(nc4ccccc24)CCC3)cc1	90	-14	-1	0.9	3	1.2	-10	4	1.0	-9
NC(=O)C1CCN(C(=O)CN(c2cccc(Cl)c2)S(=O)(=O)c2ccccc2)CC1	102	-1	0	0.6	-1	-0.2	12	15	-0.3	-7
Cc1cccc(NC(=O)c2cc(S(=O)(=O)NCc3ccco3)ccc2F)c1C	86	-7	8	-2.9	5	0.0	0	0	0.0	-1
CN(C)S(=O)(=O)c1ccc(NC(=O)CSc2n[nH]c(=O)n2C2CC2)cc1	100	-2	3	-4.8	-1	-0.2	4	-6	2.4	6
COc1ccc(CN2CCN(CCCCOc3ccc(Cl)cc3)CC2)c(OC)c1OC	109	-21	-2	-1.7	5	5.4	-1	76*	-1.9	-6
COc1cccc(Cn2c(=O)c3[nH]cnc3n(-c3ccccc3C)c2=O)c1	104	3	2	1.5	1	-0.2	-5	7	3.6	-3
COc1ccc(NC(=O)C(=O)NCCC2CCCCN2S(=O)(=O)c2ccc(F)cc2)cc1 (stereo not drawn)	102	-4	1	-0.3	0	0.0	-12	5	-0.3	8
CCOC(=O)c1ccccc1NC(=O)N1CCn2c(C)ccc2C1CC (stereo not drawn)	122	-6	0	1.5	5	0.1	8	0	3.2	6
CC1=NN(C(N)=S)C(=O)C1N=Nc1ccccc1C(=O)O (stereo not drawn)	100	4	1	-1.4	-8	-0.1	15	7	1.7	1
CCOC(=O)N1CCN(C(=O)C2CC(c3ccc(F)cc3)=NO2)CC1 (stereo not drawn)	103	-10	0	-2.0	5	0.1	-4	1	3.8	3
CCOC(=O)N1CCC(NC(=O)c2cc(C(=O)NCC(OC)OC)ccc2CO)CC1	98	-6	0	-0.6	1	0.2	0	-4	-1.2	1
CC(C)(C)c1ccc(NC(=O)c2cc(C3CCCN(C(=O)CCc4ccccc4)C3)on2)cc1 (stereo not drawn)	100	-6	-1	-1.0	2	0.9	26	2	-0.6	2
